GLA spleen mod – alpha-galactosidase A (human) modulation; P06280; human spleen homogenate, 4MU-alpha-Gal fluorescence, 40 min; Potency, µM (highest dose often 80 µM), for the others: at the highest dose activity change, negative = inhibition, actives largely listed as inhibitors; 0.008% of 240,000 active; AID 2107;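 further: 0% = enzyme with vehicle and -100% = no enzyme basal signal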
Target sequence (P06280 32-429 limits assumed): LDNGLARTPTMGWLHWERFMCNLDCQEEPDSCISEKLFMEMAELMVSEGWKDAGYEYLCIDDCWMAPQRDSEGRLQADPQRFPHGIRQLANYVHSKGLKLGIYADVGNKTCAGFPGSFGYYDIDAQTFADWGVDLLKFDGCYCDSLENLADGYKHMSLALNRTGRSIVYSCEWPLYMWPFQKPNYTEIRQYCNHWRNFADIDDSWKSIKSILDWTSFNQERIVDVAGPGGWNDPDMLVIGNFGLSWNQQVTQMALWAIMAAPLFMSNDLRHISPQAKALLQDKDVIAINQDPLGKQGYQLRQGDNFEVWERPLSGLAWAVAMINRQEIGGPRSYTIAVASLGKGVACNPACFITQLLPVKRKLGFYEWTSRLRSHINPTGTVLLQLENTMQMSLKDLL
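Fluorogenic readout (Ex 365/Em 440 nm) of 4-methylumbelliferone released from 1 mM 4-MU-alpha-galactoside by spleen homogenate, 40 min at 37C, pH 5.0. Data normalized to no-enzyme and enzyme controls; Hill-equation AC50 from compound titrations.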
KDM4E inh – JMJD2E (human) inhibition; 1.6% of 230,000 active; B2RXH2; Potency, µM (highest dose often 57.1 µM), for inactives: top-dose activity change, negative = inhibition, most hits filed as inhibitors; JMJD2E catalytic domain, FDH-coupled NADH fluorescence (FDH is formaldehyde dehydrogenase); active means well fitted inhibition curve with a large enough effect, not every such curve was filed as active; inconclusive means small, poorly fitted or top-dose-only effect, or another doubt; inactive means no such curve, though single readings can be large or run the other way;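 further: 0% = wells with enzyme and -100% = buffer wells without enzyme; nearly all actives have a fitted effect of over 50% in size; many of its hits are not listed in these tables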
Target sequence (B2RXH2 1-337 limits assumed): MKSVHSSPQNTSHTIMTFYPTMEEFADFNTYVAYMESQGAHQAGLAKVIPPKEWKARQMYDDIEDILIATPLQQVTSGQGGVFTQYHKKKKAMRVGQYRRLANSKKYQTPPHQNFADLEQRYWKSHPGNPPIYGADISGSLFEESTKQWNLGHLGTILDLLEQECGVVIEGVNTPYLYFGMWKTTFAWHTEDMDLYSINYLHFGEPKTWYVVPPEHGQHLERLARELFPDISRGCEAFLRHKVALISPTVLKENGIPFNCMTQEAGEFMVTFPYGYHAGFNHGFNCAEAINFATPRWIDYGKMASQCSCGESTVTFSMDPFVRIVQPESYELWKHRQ
aGlu spleen mod – inhibits or activates alpha-glucosidase in human spleen homogenate | human spleen homogenate, 4-MU-alpha-glucoside fluorescence | Potency, µM (series often up to 79.9 µM), for the others: top-dose activity change, negative = inhibition, actives largely listed as inhibitors | 0.006% of 240,000 active | AID 2112;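 further: 0% = enzyme with vehicle and -100% = no enzyme basal signal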
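Human spleen homogenate (1 ug) with 4-methylumbelliferyl-alpha-D-glucopyranoside (1 mM final) in 50 mM citrate/phosphate pH 5.0, 0.01% Tween-20; 40 min at 37 C. Stopped at pH 10; 4-MU fluorescence Ex 365/Em 440 nm; AC50 by Hill fit.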
GAA glycogen – alters human alpha-glucosidase cleavage of glycogen; P10253; recombinant GAA, glycogen substrate, Amplex Red glucose oxidase fluorescence; Potency, µM (doses to about 76.4 µM), inactives show at the highest dose activity change, negative = inhibition, actives largely listed as inhibitors; 0.38% of 300,000 active; AID 2100;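 further: 0% = full enzyme reaction and -100% = no-enzyme basal signal; the screen sought inhibitors and activators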
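Natural-substrate format: glycogen cleavage by 4 nM human enzyme, glucose read by Amplex Red coupling (Ex 573, Em 610 nm). Normalized to enzyme and no-enzyme controls.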
GoLoco inh red – RGS12 GoLoco-Gai1 interaction inhibition; P63096; Gai1:RGS12 GoLoco peptide FP, rhodamine, 10 min; Potency, µM (highest dose often 61.6 µM), inactives show at the top dose activity, negative = inhibition, hits mostly inhibitors; 0.44% of 230,000 active; active means well fitted inhibition curve with a large enough effect, not every such curve was filed as active; inactive means no such curve, though single readings can be large or run the other way; further: on the % scale 0 is the no-effect control and ±100 the full control effect; nearly all actives have a fitted effect of over 30% in size; many of its hits are not listed in these tables
Target sequence (P63096 whole entry, looked up): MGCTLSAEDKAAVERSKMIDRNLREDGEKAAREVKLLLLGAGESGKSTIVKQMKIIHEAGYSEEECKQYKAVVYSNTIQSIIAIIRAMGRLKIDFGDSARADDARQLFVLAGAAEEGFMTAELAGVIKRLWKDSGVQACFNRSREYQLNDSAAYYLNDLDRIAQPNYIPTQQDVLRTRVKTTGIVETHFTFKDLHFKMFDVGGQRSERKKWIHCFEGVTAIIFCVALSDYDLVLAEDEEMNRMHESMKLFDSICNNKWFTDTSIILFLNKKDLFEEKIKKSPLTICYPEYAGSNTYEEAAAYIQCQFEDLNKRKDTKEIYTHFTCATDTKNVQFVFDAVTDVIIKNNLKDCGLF
GAA inhib – inhibitors of human lysosomal alpha-glucosidase; purified human GAA, 4-MU-alpha-glucoside fluorescence; P10253; Potency, µM (titrated, usually from 76.9 µM), without a hit: at the top dose activity change, negative = inhibition, usual class: inhibitors; 0.005% of 200,000 active;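 further: plate controls were uninhibited enzyme wells for no effect and no-enzyme background for full effect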
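qHTS format, compound range up to 77 uM. Human lysosomal enzyme at 4 nM, 400 uM 4-MU glucoside substrate, pH 5.0, 20 min room temperature; fluorescence after alkaline stop gives activity normalized to controls.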
ALDH1A1 block – ALDH1A1 (human) enzyme inhibition. 7.3% of 220,000 active. Potency, µM (titrated, usually from 75.3 µM), without a hit: at the top dose activity, negative = inhibition, usual class: inhibitors. P00352. Purified ALDH1A1, NADH fluorescence, propionaldehyde substrate. AID 1030; active means well fitted inhibition curve with a large enough effect, not every such curve was filed as active; inconclusive means small, poorly fitted or top-dose-only effect, or another doubt; inactive means no such curve, though single readings can be large or run the other way;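 further: plate controls were no enzyme wells and a reference inhibitor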
SMN2 splice up – increases expression of the SMN2 splice variant | HEK293 SMN2-luciferase splicing reporter, luminescence, 30-36 h | Potency, µM (series often up to 46.1 µM), inactives show at the highest dose activity change, positive = activation, usual class: activators | 2.8% of 210,000 active | AID 1458; further: % of control where 0% means no effect; nearly all actives have a fitted effect of over 55% in size
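HEK293 cells carry an SMN2 […]–luciferase reporter in which exon 7 inclusion puts luciferase in frame. Cells were plated 10-12 h before compound addition, then incubated 30-36 h at 37C. ONE-Glo luminescence was read; sodium butyrate at 4.5 mM final served as control.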
* = called active by the depositor; ? = inconclusive; nt = no result given; & = joins results of further samples; [ ] = dose if it differs, or a comment. Unless noted, the call rests on the fitted dose curve; in most records, active means well fitted curve in the direction sought with a large enough effect; inconclusive means small, poorly fitted or top-dose-only effect, or another doubt; inactive means no such curve, though single readings can be large; an effect the other way counts as inactive or inconclusive. Potency means the concentration at half of the fitted maximal effect. An excerpt; count on the stated rates, not on these rows.

SMILES	GLA spleen mod	KDM4E inh	aGlu spleen mod	GAA glycogen	GoLoco inh red	GAA inhib	ALDH1A1 block	SMN2 splice up
COc1cc(/C=N/NC(=O)c2nc(-c3ccccc3)n(-c3ccccc3)n2)ccc1O	-9%	?	-10%	?	9%	0%	-1%	-9%
c1ccc2oc(-c3ccc4nc[nH]c4c3)nc2c1	8%	?	0%	1%	-6%	4%	?	13µM*
CCOC(=O)C1=C(C)NC(=O)N(C(C)=O)C1c1ccc(Cl)cc1 (configuration not stated)	3%	6%	2%	-6%	2%	-7%	0%	10%
O=C(NOC(=O)c1ccccc1F)c1ccc(OC(F)F)cc1	-3%	6%	-5%	10%	1%	11%	?	-6%
CN1CCN(C(=O)C23CC4CC(CC(C4)C2)C3)CC1	0%	0%	-8%	4%	0%	-3%	5%	-4%
O=C(O)c1ccccc1[N+](=O)[O-]	17%	nt	13%	nt	8%	nt	3%	4%
COc1ccc(C2=NN(C(=O)c3cccnc3)C(c3ccccc3)C2)cc1 (configuration not stated)	2%	0%	-4%	-6%	4%	0%	?	6%
O=C(Cc1c(F)cccc1Cl)Nc1cccnc1	1%	-2%	-5%	4%	0%	-7%	-6%	nt
Cc1cc(=O)[nH]c(-n2[nH]c(C)cc2=O)n1	-7%	-12%	-2%	-5%	6%	4%	1%	-11%
Cc1ccc(SCCNC(=O)CN(c2ccc3c(c2)OCO3)S(C)(=O)=O)cc1	-11%	5%	-11%	-3%	1%	-10%	?	-4%
COc1cc(NC(=S)NCc2ccco2)cc(OC)c1OC	6%	-4%	5%	-18%	26%	3%	?	?
CC(=O)c1ccc(Nc2nc(C)nc3c2oc2ccccc23)cc1	4%	?	3%	2%	-5%	3%	0%	-11%
CN(Cc1nc(Cc2cccc(C(F)(F)F)c2)no1)C1CC(C)(C)NC(C)(C)C1	1%	12%	0%	3%	-8%	-12%	-1%	nt
O=C(NCCN1CCOCC1)C1CCN(c2ncnc3c2sc2cccc(F)c23)CC1	11%	?	15%	7%	-9%	?	?	-43%[inhibitor]
Cc1ccc(N2CC(C(=O)Nc3c(C)n(C)n(-c4ccccc4)c3=O)CC2=O)cc1 (configuration not stated)	-11%	4%	-20%	-11%	-12%	-7%	?	-2%
O=C(CSc1nnc(Cc2cc(=O)[nH]c(=O)[nH]2)n1-c1ccccc1)NCC1CCCO1 (configuration not stated)	2%	-2%	-8%	6%	-2%	-7%	-7%	15%
NC(N)=NC(N)=Nc1ccc(SC(F)(F)F)cc1	-1%	2%	0%	-5%	4%	-13%	3%	-27%
CCn1nc(C(=O)Nc2cccc(C(F)(F)F)c2)c(Cl)c1Cl	-2%	3%	-9%	4%	4%	-2%	-4%	7%
CCCCn1c(=O)[nH]c(=O)c2c1nc(-c1ccc(C)c([N+](=O)[O-])c1)n2CC	2%	3%	3%	4%	5%	0%	?	8%
Cc1cccn2c(=O)c3cc(C(=O)NCCCn4ccnc4)n(C)c3nc12	?	?	21%	-2%	6%	?	?	2%
O=C1c2sc3nc4n(c(=O)c3c2CCC1Br)CCCCC4 (configuration not stated)	8%	18µM*	-9%	-7%	3.2µM*	5%	8.9µM*	-4%
Nc1c(-c2ccccc2)c(CSc2nc3ccccc3[nH]2)nn1-c1cccc(C(=O)O)c1	-10%	4%	-15%	-4%	19%	6%	4%	10%
Cc1cccc(Nc2nc(N)nc(-c3oc4ccccc4c3C)n2)c1	-14%	nt	0%	-2%	0%	nt	nt	nt
COc1ccccc1N(CC(=O)NCC1CCCO1)C(=O)CCC(=O)Nc1nccs1 (configuration not stated)	2%	-1%	10%	6%	5%	-8%	12%	5%
Cn1c(=O)c2c(nc(NCC3CCCO3)n2Cc2ccccc2)n(C)c1=O (configuration not stated)	-4%	-7%	3%	0%	2%	-1%	0%	3%
O=C(c1cc2cc(C(F)(F)F)ccc2s1)N1CCOCC1	-1%	7%	-5%	4%	9%	-4%	2%	-7%
O=C(Nc1ccccc1)c1ccc(NCCN2CCOCC2)c(S(=O)(=O)N2CCOCC2)c1	2%	7%	-4%	-3%	10%	-8%	8%	67%
CCCSCCCNC(=O)c1cc2c(s1)CS(=O)(=O)C2	-3%	-4%	-4%	-7%	1%	-9%	?	-5%
CC(C)c1ccc(NC(=O)C2=NNC(=O)CC2)cc1	2%	-2%	-3%	7%	-2%	nt	nt	nt
CCOC(=O)COc1ccc(C2NC(C(=O)O)CS2)cc1 (configuration not stated)	1%	?	-2%	2%	-16%	2%	?	10%
Cc1c(C(=O)N(Cc2cccs2)C2CCS(=O)(=O)C2)oc2ccccc12 (configuration not stated)	-5%	-4%	0%	0%	nt	-2%	?	nt
COc1cc(N)cc(NC(=O)c2ccncc2)c1	2%	-3%	0%	-10%	-8%	-8%	-6%	19%
O=C(Oc1cc(-c2ccccc2)no1)c1ccc(F)cc1	1%	12%	7%	-8%	5%	-1%	9%	-4%
CN1CCC(OC(=O)C23CCC(C)(C(=O)O2)C3(C)C)CC1 (configuration not stated)	-6%	8%	-4%	-2%	8%	-4%	8%	12%
Nc1c(C(=O)NCc2ccco2)c2nc3ccccc3nc2n1CCc1ccccc1F	?	?	26%	-1%	7%	?	?	-5%
CCCN(CCC)S(=O)(=O)c1nc2nc(C)cc(C)n2n1	11%	0%	7%	2%	3%	nt	nt	nt
OC1=C(O)c2nc3cc(F)ccc3nc21	-12%	?	-10%	-8%	5%	nt	nt	nt
Nc1ccc(-c2nc3c(Cl)cc(N)cc3[nH]2)cc1	21%	?	7%	?	10%	?	?	-26%
O=C(/C=C/c1ccc2c(c1)OCO2)Nc1cc(S(=O)(=O)N2CCOCC2)ccc1N1CCOCC1	-4%	-2%	0%	-14%	13%	6%	?	7%
O=C(Nc1nc(=O)c2ccccc2s1)c1ccc(F)cc1	7%	?	6%	1%	-2%	-10%	?	14µM*
Cc1nn(-c2ccccc2)c(N)c1Sc1ccccc1[N+](=O)[O-]	8%	-1%	7%	-6%	1%	-8%	?	-1%
O=S(=O)(Nc1ccc2cn[nH]c2c1)c1ccccc1	3%	2%	3%	-1%	-5%	-1%	?	14%
CN(C)c1cccc(C(=O)NCc2ccccc2)c1	-4%	?	2%	-8%	1%	1%	?	?
O=[N+]([O-])c1ccc(Sc2n[nH]c(-c3ccco3)n2)nc1	-2%	-15%	-4%	-6%	21%	8%	6%	nt
CCOc1ccc(-c2c[n+]3c(n2-c2ccccc2)CCCCC3)cc1	-10%	-1%	-9%	8%	-7%	2%	-40%	-8%[1.84 µM]
Cc1ccccc1-c1nc(CS(=O)CC(=O)NCCN2CCOCC2)c(C)o1 (configuration not stated)	2%	-12%	-2%	-9%	9%	-5%	-14%	-5%
CCC1=C(OC(=O)N(CC)CC)N2C(=O)OC(=NCC(=O)OC)[C@]2(C)[C@H]2C1=CC[C@H]1C(=O)N(C)C(=O)[C@H]12	-2%&6%	5%&8%	0%&2%	0%	3%&5%	nt	-6%	12%
Cc1nc2c(OCc3ccccc3)cccn2c1CC#N	8%&-2%	-13%&8%	-8%&6%	nt	9%&5%	nt	12%&-5%	23%
Cc1ccn2c(CN3CCOCC3)c(-c3ccccc3)nc2c1	0%	?	-10%	3%	0%	7%	?	20µM*
O=C1c2ccccc2C(Nc2ccc(F)c(Cl)c2)N1Cc1ccco1 (configuration not stated)	-3%	-26%	-1%	-8%	6%	-29%	?	-24%

Structures from the list above that have two or more sulfur atoms, in the order listed:
SMILES	GLA spleen mod	KDM4E inh	aGlu spleen mod	GAA glycogen	GoLoco inh red	GAA inhib	ALDH1A1 block	SMN2 splice up
Cc1ccc(SCCNC(=O)CN(c2ccc3c(c2)OCO3)S(C)(=O)=O)cc1	-11%	5%	-11%	-3%	1%	-10%	?	-4%
CCCSCCCNC(=O)c1cc2c(s1)CS(=O)(=O)C2	-3%	-4%	-4%	-7%	1%	-9%	?	-5%
Cc1c(C(=O)N(Cc2cccs2)C2CCS(=O)(=O)C2)oc2ccccc12 (configuration not stated)	-5%	-4%	0%	0%	nt	-2%	?	nt

New compounds follow:
SMILES	GLA spleen mod	KDM4E inh	aGlu spleen mod	GAA glycogen	GoLoco inh red	GAA inhib	ALDH1A1 block	SMN2 splice up
COC(=O)CCC(=O)c1oc2ccccc2c1N	2%	?	-4%	-6%	-5%	2%	0%	-11%
COCCNC(=O)CCc1c(C)nc2c(-c3ccc(F)cc3)c(C)nn2c1C	6%	2%	9%	-11%[76.3 µM]	3%	-9%	10%	-11%&-1%
O=C(c1ccco1)N1CCCN(Cc2nc(-c3ccc4c(c3)OCO4)no2)CC1	-2%	-5%	-8%	-1%	8%	-13%	22µM*	nt
COc1ccc(CCN(Cc2ccccn2)C(=S)Nc2ccccc2C)cc1OC	11%	-6%	10%	-9%	3%	-2%	20µM*	-19%
O=C(CN(C(=O)CSc1nnc(COc2ccccc2)o1)c1ccc(F)cc1)NC1CCCC1	-3%	-1%	-2%	3%	2%	2%	-1%	-21%
CCOc1ccc(N(CC(=O)NCCc2ccc(Cl)cc2)S(=O)(=O)c2c(C)[nH]c(=O)[nH]c2=O)cc1	5%	-4%	5%	6%	-14%	1%	2%	7%
CC(=O)c1cccc(NC(=O)C2C3C=CC(C3)C2C(=O)O)c1 (configuration not stated)	14%	-15%	3%	-1%	6%	7%	-7%	nt
Cc1ccc(C(=O)c2cc3ccccc3o2)cc1	-2%	-1%	-4%	5%	5%	3%	?	?
Cc1ccc2oc(=O)cc(CN3CCOCC3)c2c1	2%	-13%	-7%	0%	-9%	4%	2%	2%
CN1CCN(c2ccccc2NC(=O)c2sc3ccccc3c2Cl)CC1	7%	?	1%	-5%	6%	3%	0%	-11%
CCN1C(=O)C(CC(=O)Nc2ccc(OC)cc2)N(CCc2ccc(F)cc2)C1=S (configuration not stated)	7%	-16%	-21%	-12%	15%	?	14µM*	-6%
CC(=O)c1cccc(NC(=S)NNC(=O)c2ccco2)c1	-1%	5%	-3%	?	-1%	8%	?	10%
O=C(NCc1ccncc1)C(=O)NCC(c1ccco1)N1CCN(c2ccc(F)cc2)CC1 (configuration not stated)	10%	-1%	-4%	6%	-18%	1%	-2%	?
CCOC(=O)CC(=O)CSc1ncnc2c1cnn2-c1ccccc1	-5%	-14%	-6%	-8%	17%	-4%	22µM*	9%

Compound activity as filed in PubChem BioAssay.
